ERG-DNA inh: ERG Ets/DNA interaction inhibition; AID 624246; 370,000 compounds, 0.028% hits; Potency, µM (series often up to 76.9 µM), without a hit: at the top dose FP activity, negative = inhibition, most hits filed as inhibitors; fluorescence polarization, His-ERG Ets domain / labelled DNA; P11308; active means well fitted inhibition curve with a large enough effect in the polarisation, with a control signal flat; inconclusive means small, poorly fitted or top-dose-only effect, or effect the other way, or a change in a side signal; inactive means no such curve, though single readings can be large or run the other way; the % refers to the polarisation;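 further: polarization taken with two DNA probes labelled with fluorescein and Texas red; potency means the concentration at half of the fitted maximal effect; % of control where 0% means no effect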
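His-tagged ERG Ets domain (1 uM in the protein solution; 300mM KCl, 50mM Tris-HCl, 1mM EDTA, 1mM DTT, pH 7.5) received compound, then a probe mix of 5 nM fluorescein-DNA and 100nM Texas-615-DNA. Fluorescence polarization was read for both dyes.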
GLS inh: blocks human kidney-isoform glutaminase activity; GLS enzymatic activity, qHTS titration; Potency, µM (doses to about 45.5 µM), for the others: top-dose activity change, negative = inhibition, most hits filed as inhibitors; 410,000 compounds, 0.21% hits; AID 624170; further: potency means the concentration at half of the fitted maximal effect; on the % scale 0 is the no-effect control and ±100 the full control effect
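hKGA; 45 mM KH2PO4 pH 8.2 + 0.02% Tween-20; cpd via pin tool; 1 mM Gln soln; GluOx/HRP/Amplex Red; RT 30 min; fluor. t0 & final.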
RGS4 inhibitor: blocks human RGS4-accelerated GTP hydrolysis. Transcreener GDP fluorescence polarization, RGS4-accelerated GTP hydrolysis. Potency, µM (highest dose often 114 µM), inactives show at the top dose activity change, negative = inhibition, most hits filed as inhibitors. 390,000 compounds, 0.039% hits; further: potency means the concentration at half of the fitted maximal effect; on the % scale 0 is the no-effect control and ±100 the full control effect; nearly all actives have a fitted effect of over 75% in size; some results filed as inactive show a strong effect at the top dose
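MLSMR compounds (23 nl, pin-transferred) preincubated 10 min at room temperature with a 500nM (2x) first reagent, then RGS4 at 900nM (2x) plus Transcreener GDP mix added; fluorescence polarization (620/688 nm) read before and after 90 min at 30 °C.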
12-LOX inh: ALOX12 (human) lipoxygenase inhibition | Potency, µM (highest dose often 108 µM), for inactives: at the highest dose activity change, negative = inhibition, usual class: inhibitors | AID 1671190 | P18054 | 580,000 compounds, 1.1% hits | purified 12hLO, xylenol orange hydroperoxide absorbance; further: potency means the concentration at half of the fitted maximal effect; on the % scale 0 is the no-effect control and ±100 the full control effect
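Hydroperoxide product was detected by ferrous iron/xylenol orange as the 573 to 405 nm absorbance ratio. Arachidonic acid at 40 uM (final) was turned over for 30 min at room temperature by 150 nM human 12hLO, pH 7.0 Hepes buffer, after 15 min compound preincubation.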
G9a inh: inhibitors of human histone lysine methyltransferase G9a | Q96KQ7 | 350,000 compounds, 8.8% hits | G9a H3K9 monomethylation, AlphaScreen, 2 h | AID 504332 | Potency, µM (doses to about 102 µM), for the others: at the top dose activity, negative = inhibition, hits mostly inhibitors; further: potency means the concentration at half of the fitted maximal effect; on the % scale 0 is the no-effect control and ±100 the full control effect; nearly all actives have a fitted effect of over 75% in size
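Methyltransferase reactions run at room temperature for 2 h (20 nM enzyme, 500 nM biotin-H3K9 peptide, 20 uM SAM) after a 15 min compound preincubation; product detected by AlphaScreen beads and anti-H3K9me1 antibody.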
BAZ2B inh: blocks human BAZ2B; Potency, µM (series often up to 114 µM), for inactives: at the highest dose activity change, negative = inhibition, most hits filed as inhibitors; Q9UIF8; 360,000 compounds, 4.4% hits; AlphaScreen BAZ2B-H3K14Ac peptide displacement; further: potency means the concentration at half of the fitted maximal effect; on the % scale 0 is the no-effect control and ±100 the full control effect; nearly all actives have a fitted effect of over 60% in size
Target sequence (Q9UIF8 whole entry, looked up): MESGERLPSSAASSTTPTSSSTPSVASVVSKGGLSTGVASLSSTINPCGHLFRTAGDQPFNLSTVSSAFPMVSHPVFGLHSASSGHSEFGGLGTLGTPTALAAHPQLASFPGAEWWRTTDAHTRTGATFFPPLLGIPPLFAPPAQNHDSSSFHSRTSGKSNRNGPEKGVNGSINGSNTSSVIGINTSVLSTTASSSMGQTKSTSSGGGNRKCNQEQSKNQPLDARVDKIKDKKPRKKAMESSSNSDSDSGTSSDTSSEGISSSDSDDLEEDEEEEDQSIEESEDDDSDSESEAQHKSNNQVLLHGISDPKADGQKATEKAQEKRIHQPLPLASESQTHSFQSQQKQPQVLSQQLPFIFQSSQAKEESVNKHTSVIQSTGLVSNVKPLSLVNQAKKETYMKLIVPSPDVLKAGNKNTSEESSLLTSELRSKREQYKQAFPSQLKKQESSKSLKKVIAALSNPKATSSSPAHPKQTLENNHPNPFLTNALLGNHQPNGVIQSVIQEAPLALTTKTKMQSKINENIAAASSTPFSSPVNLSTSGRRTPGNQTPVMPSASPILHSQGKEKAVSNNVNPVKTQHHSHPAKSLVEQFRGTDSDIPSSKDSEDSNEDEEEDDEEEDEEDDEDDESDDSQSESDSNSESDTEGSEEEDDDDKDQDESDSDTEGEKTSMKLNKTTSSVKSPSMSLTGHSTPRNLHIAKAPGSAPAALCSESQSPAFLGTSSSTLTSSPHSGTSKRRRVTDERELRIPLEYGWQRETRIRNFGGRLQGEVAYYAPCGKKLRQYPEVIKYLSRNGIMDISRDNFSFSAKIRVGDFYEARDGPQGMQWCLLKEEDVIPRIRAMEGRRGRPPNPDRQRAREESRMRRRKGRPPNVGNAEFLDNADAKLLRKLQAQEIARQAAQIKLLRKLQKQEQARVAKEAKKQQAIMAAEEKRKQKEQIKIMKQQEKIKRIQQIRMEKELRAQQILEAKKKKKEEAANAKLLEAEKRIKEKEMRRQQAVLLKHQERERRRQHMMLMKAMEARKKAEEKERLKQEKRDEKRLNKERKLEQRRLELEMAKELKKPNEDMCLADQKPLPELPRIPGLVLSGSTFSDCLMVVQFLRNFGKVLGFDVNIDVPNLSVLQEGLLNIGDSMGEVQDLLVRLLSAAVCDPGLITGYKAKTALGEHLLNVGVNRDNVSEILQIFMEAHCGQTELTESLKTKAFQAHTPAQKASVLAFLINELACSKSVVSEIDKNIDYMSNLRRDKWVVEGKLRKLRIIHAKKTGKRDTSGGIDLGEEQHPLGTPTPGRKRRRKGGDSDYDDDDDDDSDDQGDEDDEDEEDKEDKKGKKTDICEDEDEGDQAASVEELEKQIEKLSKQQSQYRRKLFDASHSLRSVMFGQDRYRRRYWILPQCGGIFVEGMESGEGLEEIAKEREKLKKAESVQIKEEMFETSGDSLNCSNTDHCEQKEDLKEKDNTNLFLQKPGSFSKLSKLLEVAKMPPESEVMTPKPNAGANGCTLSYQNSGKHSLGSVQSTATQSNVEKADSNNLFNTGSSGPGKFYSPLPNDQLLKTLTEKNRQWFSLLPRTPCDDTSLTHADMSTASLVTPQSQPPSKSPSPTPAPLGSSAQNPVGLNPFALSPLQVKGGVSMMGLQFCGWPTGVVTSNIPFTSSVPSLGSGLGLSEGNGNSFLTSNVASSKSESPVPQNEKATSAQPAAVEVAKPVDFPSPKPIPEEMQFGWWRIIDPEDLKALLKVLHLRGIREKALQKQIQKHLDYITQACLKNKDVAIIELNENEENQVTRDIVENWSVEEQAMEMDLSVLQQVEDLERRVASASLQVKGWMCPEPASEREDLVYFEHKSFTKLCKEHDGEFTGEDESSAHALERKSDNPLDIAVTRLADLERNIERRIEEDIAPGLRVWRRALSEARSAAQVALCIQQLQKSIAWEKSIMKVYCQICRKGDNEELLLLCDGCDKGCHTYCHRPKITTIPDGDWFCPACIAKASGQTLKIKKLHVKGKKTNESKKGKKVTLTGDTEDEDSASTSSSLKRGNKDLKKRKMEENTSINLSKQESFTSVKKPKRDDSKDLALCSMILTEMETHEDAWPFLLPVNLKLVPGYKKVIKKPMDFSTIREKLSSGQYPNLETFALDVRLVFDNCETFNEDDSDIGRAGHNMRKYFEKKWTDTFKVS
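AlphaScreen luminescence quantifies BAZ2B engagement of H3K14Ac peptide; the protein and biotinylated peptide are both at 50 nM final, buffer PBS pH 7.4 with 0.01% Tween-20, all steps at room temperature.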
HP1b binding inh: blocks HP1-beta chromodomain binding to methylated histone tails; P83916; AlphaScreen HP1-beta / biotin-H3K9me3 peptide binding; Potency, µM (highest dose often 114 µM), inactives show at the highest dose activity change, negative = inhibition, actives largely listed as inhibitors; 390,000 compounds, 0.56% hits; further: potency means the concentration at half of the fitted maximal effect; nearly all actives have a fitted effect of over 70% in size; inactives centre near 23
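Compound inhibition of the preformed complex between 50 nM HP1-beta and 50 nM biotinylated H3K9me3 peptide was read by AlphaScreen. Buffer was PBS pH 7.4 with 0.01% Tween-20. Incubations ran 30 min at room temperature, with 10 ug/mL donor/acceptor beads.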
JMJD2A Tudor inh: JMJD2A Tudor domain (human) inhibition; O75164; AlphaScreen JMJD2A-Tudor / H3K4me3 peptide binding; Potency, µM (doses to about 114 µM), for the others: top-dose activity change, negative = inhibition, actives largely listed as inhibitors; 390,000 compounds, 4.4% hits; further: potency means the concentration at half of the fitted maximal effect; on the % scale 0 is the no-effect control and ±100 the full control effect; nearly all actives have a fitted effect of over 50% in size
PI4K2A inh: PI4K2A (human) kinase inhibition; purified PI4K2A, ADP-Glo luminescence, 1 h; stronger effect = lower value; AID 1346378; activity change, negative = inhibition, % at 76.9 µM; 420,000 compounds, 0.13% hits; in the data active means activity change below about -50%; inconclusive means mostly about -30% to -49%;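 further: -100% = wells without enzyme as full effect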
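PI4K2A activity was measured by ADP-Glo luminescence: enzyme (4 ug/mL stock) and phosphatidylinositol (1.2 mM stock) in Tris pH 7.5/MgCl2/EGTA/Triton X-100 buffer were reacted with ATP (300 microM stock) for one hour at ambient temperature.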
* = called active by the depositor; ? = inconclusive; . = no result given; & = joins results of further samples; [ ] = dose if it differs, or a comment. Unless noted, the call rests on the fitted dose curve; in most records, active means well fitted curve in the direction sought with a large enough effect; inconclusive means small, poorly fitted or top-dose-only effect, or another doubt; inactive means no such curve, though single readings can be large; an effect the other way counts as inactive or inconclusive.

The line under a structure holds: ERG-DNA inh, GLS inh, RGS4 inhibitor, 12-LOX inh, G9a inh, BAZ2B inh, HP1b binding inh, JMJD2A Tudor inh, PI4K2A inh
> Cc1cc(C)nc(NS(=O)(=O)c2ccc(NC(=O)c3ccc(S(=O)(=O)N4CC(C)OC(C)C4)cc3)cc2)n1 (stereo unspecified)
    -3%, 6%, -3%, -6%, 8.9µM*, 4%, 22%, -12%, 2
> CCOC(=O)C1=C(N)N(c2ccc(N3CCCCC3)cc2)C(=O)C1
    -2%, 41%[activator], 15%, -7%, -9%[59 µM], ?, 11%, -17%, -7
> Cc1cccc(Cn2nnc3c(=O)[nH]c(C4CCCN(C(=O)c5ccc(C(C)(C)C)cc5)C4)nc32)c1 (stereo unspecified)
    -4%, 2%, -21%, -11%, -38%[59 µM], -31%, 13%, -32%, -1
> COc1ccc(C(=O)NCCc2nnc3ccc(SCC(=O)N4CCCCC4)nn23)cc1
    -2%, 8%, 9%, 0%, ., -3%, 35%[activator], -9%, -1
> CSc1c(SCc2ccccc2)cnn(Cc2ccccc2)c1=O
    2%, -2%, -1%, ?, ?, 12%, 110%[activator], 48%[activator], 4
> Cc1cc(=O)n2nc(N3CCCC(C(=O)NCc4cccc(Cl)c4)C3)sc2n1 (stereo unspecified)
    4%, 5%, 11%[56.9 µM], 2%, 15%, -9%, 33%[activator], -11%, 4
> CCOc1cc(/C=C2\N=C(SCC)SC2=O)cc([N+](=O)[O-])c1OC(C)=O
    12%, ?, 4%[11.4 µM], ?, 10µM*, 13µM*, ?, ?, 7
> CC(NS(=O)(=O)c1ccccc1)C(=O)Nc1nccs1 (stereo unspecified)
    -3%, 1%, ?, 0%, -1%[59 µM], -3%, 40%[activator], -20%, -3
> Cc1onc(-c2ccccc2)c1C(=O)Nc1ccc(S(=O)(=O)N2CCOCC2)cc1
    1%, -2%, 24%, -3%, 50µM*, 5%, -2%, -9%, -3
> CC(=O)NC1CCN(C(=O)N2CCCC2)CC1
    -1%, 11%, 23%, 1%, -3%[59 µM], 9%, 33%[activator], -3%, -1
> CCCC(=O)N1CC(=O)Nc2ccc(Cl)cc2C1c1ccccc1 (stereo unspecified)
    ?, -1%, 13%, -3%, -8%[59 µM], -2%, 21%, -16%, -10
> CCOC(=O)C1CCN(CCC(=O)Nc2ccc(Br)c(C)c2)CC1
    -3%&3%, 6%&1%, -17%&7%, ?, -1%[59 µM], 4%&-26%, 18%&50%, -12%&-19%, -1&-3
> COc1ccccc1CNC(=O)CCC1N=C2c3ccccc3N=C(SCC(=O)NCC3CCCO3)N2C1=O (stereo unspecified)
    0%, ?, 15%, 5%, ., -2%, 45%[activator], -13%, -2
> Cc1ccccc1OCCC(=O)NNC(=O)COc1cccc(F)c1
    5%, 11%, -3%, 399%[activator], ., ., 15%, -22%, 6
> CC(=O)Nc1ccc(NC(=O)c2cc(-c3ccc(C)cc3O)n[nH]2)cc1
    -1%, -7%, -20%, 0%, -5%, -13%, 29%, -13%, -3
> CCOc1ccc(N2C(=O)CC(NCCc3ccncc3)C2=O)cc1 (stereo unspecified)
    ., 4%, 23%, 6%, 3%[59 µM], 13%, 27%, ?, 1
> CC(=O)c1ccc(NC(=O)CN2CCCCCC2)cc1
    14%, 2%, 7%, -22%, -7%, -20%, 18%, -10%, -1
> Cc1ccc(NC2CCCN(C(=O)c3cccc4nccnc34)C2)cc1C (stereo unspecified)
    1%, 2%, -13%, ?, -3%, -16%, 27%, -10%, 3
> CCOC(=O)C1CCN(C(=O)/C(C)=C\c2ccccc2)CC1
    7%, 1%, -13%, -7%, -8%, -32%, 77%[activator], 4%, -4
> N#Cc1cnn(Cc2ccccc2)c1N
    10%, 1%, -11%, 0%, -5%[59 µM], -5%, 16%, -16%, 3
> COc1cc2cc(C(=O)Nc3ccccc3)c(N)nc2cc1OC
    -5%, 7%, -6%[11.4 µM], ?, -3%[59 µM], 16%, 32%, -6%[11.4 µM], 2
> N#Cc1ccc(C(=O)NC2CCCCCCC2)cc1
    -8%, 3%, -17%, 0%, -9%, 10%, -5%, -12%, 3
> O=C(Nc1ccc(Br)cn1)c1coc(=O)c(Br)c1
    13%, 25%, -46%, -29%, 50µM*, ?, 13%, -7%, -10
> CC(=O)Nc1ccc(S(=O)(=O)NNC(=O)CCC(=O)Nc2cc(C)ccc2C)cc1
    -1%, 17%, 24%, 6%, 26%[59 µM], -8%, 3%, 6%, -3
> CN(CC(=O)N1CCCC1)S(=O)(=O)c1cc(Cl)ccc1Cl
    0%, -8%, -16%, -1%, -30%, 7%, 17%, -9%, 0
> COc1cccc(C(=O)N2CCN(Cc3ccc4c(c3)OCO4)CC2)c1OC
    -6%, 2%, 44%, 0%, ?, 79µM*, -36%, 7.9µM*, 0
> O=C(O)C1CCCCC1C(=O)Nc1ccccc1Nc1ccccc1 (stereo unspecified)
    -3%, 19%, 5%, 38%[activator], ?, -8%, 10%, -18%, 7
> COC(=O)c1ccc(NC(=O)CC2Nc3cc(C)c(C)cc3NC2=O)cc1 (stereo unspecified)
    -6%, 6%, 4%, 2%, -11%[59 µM], -2%, 6%, -11%, -4
> CC(=O)c1cc(C(=O)Nc2ccccc2C(=O)O)oc1C
    -9%, 6%, -26%, 0%, 50µM*, -25%, 14%, 56µM*, -8
> COc1ccc(C(=O)NC2CCN(Cc3ccccc3)C2)cc1S(=O)(=O)N1CCOCC1 (stereo unspecified)
    6%, 4%, 32%, 149%[activator], -1%[59 µM], 6%, 14%, -8%, -9
> CN1CCC(CNC(=O)Nc2csc3ccccc23)CC1
    2%, -5%, ?, 40µM*, ., -11%, 27%, -15%, 5
> c1ccc2c(c1)Oc1cccc3cccc-2c13
    -6%, 1%, -5%, 166%[activator], 176%[activator][12.7 µM], 68%[activator], 353%[activator], 365%[activator], 11
> COc1ccc(S(=O)(=O)N2CCC(C(=O)N[C@H](C(=O)NCc3ccco3)C(C)C)CC2)cc1
    3%, 4%, 26%[11.4 µM], 9%, ., -3%, 36%, -5%, 4
> CCOC(=O)C1=NN(c2ccccc2C)C2=NC(C)=C(C(=O)OC)C(c3cccs3)N12 (stereo unspecified)
    -6%, 1%, -13%, 0%, -10%[59 µM], -32%, 10%, -32%, 4
> COc1cc(CNn2c(C)n[nH]c2=S)cc(Cl)c1OCc1ccccc1
    ., -10%, -42%, 20µM*, ?, -35%, 7%, -22%, 3
> O=C(Oc1nsnc1N1CCOCC1)N1CCCCC1
    -9%, -4%, 0%, 3%[57.4 µM], ., ., 22%, -2%, 8
> CC(C)(C)c1ccc(C(=O)NNc2cc(N3CCOCC3)nc(N3CCOCC3)n2)cc1
    8%, -9%, -13%, 3%, -15%[12.7 µM], ?, 27%, -29%[57.1 µM], 2
> Cc1ccccc1N(C(=O)c1snc(C(N)=O)c1N)C(C(=O)NCC1CCCO1)c1ccc(F)cc1 (stereo unspecified)
    3%, 0%, ?, 6%, 26%, 4%, -6%, -30%[57.1 µM], 2
> COc1ccc(NC(=O)c2cc3c(=O)n(C)c4ccccc4c3n2C)cc1OC
    10%, -2%, 15%, -1%, 10%, 1%, 26%, -36%, -3
> Cc1ccccc1NC(=O)c1ccc(C)c(S(=O)(=O)Nc2ccccn2)c1
    2%, ?, -8%, -15%, 3%[59 µM], -3%, 14%, -11%, 1
> O=[N+]([O-])c1ccc(C(O)C[n+]2ccccc2)cc1 (stereo unspecified)
    4%, -1%, 2%, ., 10%[0.501 µM], -30%, 28%, ?, -5
> COc1ccc(CC(=O)Nc2sc3c(c2C(=O)Nc2ccccc2)CCCCC3)cc1
    0%, -12%, 4%, -21%, -40%[59 µM], -5%, 30%, -12%, -5
> CC(C)(C)OC(=O)NCCCC[C@@H](C(=O)N1CCN(C(=O)OC(C)(C)C)CC1)n1cc(CCC(=O)O)nn1
    3%, 8%, 14%, ?, -2%[59 µM], -10%, 34%, 1%, -5
> COc1ccc(N2CC(NC(=O)c3ccco3)CC2=O)cc1 (stereo unspecified)
    -1%, 5%, -31%, -5%&3%, -5%[59 µM], -6%, -5%, -11%, 0
> COc1cc(C(=O)OCC(=O)N2CCN(S(=O)(=O)c3ccc(C)cc3C)CC2)c([N+](=O)[O-])cc1OC
    ., 4%, 21%, -2%, ., ., 4%, -21%, -1
> CCOC(=O)C1CCN(C(=O)C(C)Oc2ccc(C(=O)c3ccccc3)cc2)CC1 (stereo unspecified)
    1%, -4%, 4%, -4%, 6%[59 µM], 7%, 67%[activator], 5%, 2
> CC1(C)CCC(=O)N2CC[C@H]3C[C@H](OC(=O)Nc4ccccc4)C[C@@H]1[C@H]32
    5%, -3%, 4%, 11%, ., -8%, 62%[activator], -14%, -7
> COC(=O)c1ccccc1NC(=O)CN(C)S(=O)(=O)c1ccc(OC)c(C)c1
    4%, 4%, 4%, 1%, -36%[12.7 µM], -8%, 11%, -11%, 4
> COc1ccc(C(=O)N/N=C(\C)CC(=O)Nc2cccc(C(F)(F)F)c2)cc1
    -5%, -16%, -4%, 1%, 29%, -17%, 14%, -19%, -4
> O=C1CN(C(=O)COC(=O)[C@@H]2CCCN2S(=O)(=O)c2ccc(Cl)cc2)c2ccccc2N1
    -5%, 24%, -9%, -2%, ., ., 7%, -12%, 1
> COCCC(=O)N1CCC(Oc2ccc(C(=O)N3CCC(N(C)C)C3)cc2)CC1 (stereo unspecified)
    1%, 2%, -2%, 4%, 3%, -2%[57.1 µM], 22%, 13%, -2

Source: PubChem BioAssay (National Center for Advancing Translational Sciences (NCATS))

Some of the compounds tested; rates above refer to the full screens.
